PREPL inhibitor = inhibits the human prolyl oligopeptidase-like enzyme; Q4J6C6; recombinant PREPL, fluorescence polarization activity-based probe; inhibition, % at 5.96 µM; actives 0.68% (n = 320,000); AID 2751; in the data active = inhibition above about 43%;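 also: 0% = enzyme with DMSO and 100% = wells lacking enzyme; many of its hits are not listed in these tables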
GSTO1 inh = GSTO1 inhibition, counter-screen for RBBP9 inhibitors; P78417; recombinant GSTO1, activity-based probe fluorescence polarization; inhibition, % at 5.96 µM; actives 1.1% (n = 300,000); AID 1974;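 active = inhibition above the campaign mean inhibition plus 3 SD, cut at about 35% in these data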;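 also: 0% = GSTO1-1 with DMSO and 100% = wells lacking GSTO1-1 enzyme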
Target sequence (P78417 whole entry, looked up): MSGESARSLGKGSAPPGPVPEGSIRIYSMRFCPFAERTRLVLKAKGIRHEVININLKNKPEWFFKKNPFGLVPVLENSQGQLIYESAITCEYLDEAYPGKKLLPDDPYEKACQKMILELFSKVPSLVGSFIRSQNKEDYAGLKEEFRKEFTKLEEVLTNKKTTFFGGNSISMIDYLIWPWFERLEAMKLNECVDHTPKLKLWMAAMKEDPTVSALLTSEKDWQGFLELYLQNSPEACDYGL
pPAFAH inh = pPAFAH (human) enzyme inhibition. actives 1.5% (n = 330,000). inhibition, % at 3.39 µM. recombinant pPAFAH, FP-rhodamine probe fluorescence polarization. AID 463082. Q13093;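 active = inhibition above the mean inhibition across the screen plus 3 SD, cut at about 25% in these data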;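 also: inhibitors block binding of the rhodamine activity-based probe so polarization drops; 0% = enzyme with DMSO and 100% = wells lacking pPAFAH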
LYPLA2 counter = LYPLA2 (human) inhibition in PME1 counter-screen. O95372. recombinant LYPLA2, FP-Rh probe fluorescence polarization. inhibition, % at 5.9 µM. actives 0.38% (n = 320,000). AID 2177;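 active = inhibition above the screen-wide mean plus 3 SD, limit set per campaign, cut at about 26% in these data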;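 also: 0% = LYPLA2 with DMSO and 100% = wells lacking LYPLA2 enzyme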
Target sequence (O95372 whole entry, looked up): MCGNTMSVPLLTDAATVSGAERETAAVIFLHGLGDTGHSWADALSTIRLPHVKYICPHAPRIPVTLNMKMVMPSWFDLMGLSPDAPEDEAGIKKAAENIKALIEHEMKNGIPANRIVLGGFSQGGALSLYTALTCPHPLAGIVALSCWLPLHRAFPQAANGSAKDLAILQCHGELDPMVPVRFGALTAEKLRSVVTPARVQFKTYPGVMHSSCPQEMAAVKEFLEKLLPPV
PAFAH1B3 FP inh = inhibitors of human PAFAH1B3; actives 0.28% (n = 340,000); AID 492972; inhibition, % at 3.39 µM; recombinant PAFAH1B3, FP-rhodamine probe, fluorescence polarization; Q15102;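 active = inhibition above the screen-wide average of all tested compounds plus 3 SD, cut at about 25% in these data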;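 also: 0% = enzyme with DMSO only and 100% = wells lacking PAFAH1B3 protein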
Target sequence (Q15102 whole entry, looked up): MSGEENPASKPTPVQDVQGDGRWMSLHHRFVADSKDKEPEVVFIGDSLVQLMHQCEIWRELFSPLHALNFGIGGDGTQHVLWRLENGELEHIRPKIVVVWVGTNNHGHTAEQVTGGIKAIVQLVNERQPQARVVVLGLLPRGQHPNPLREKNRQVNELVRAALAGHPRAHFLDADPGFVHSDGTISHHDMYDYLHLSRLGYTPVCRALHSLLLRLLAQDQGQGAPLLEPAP
LYPLA1 counter = LYPLA1 (human) inhibition in PME1 counter-screen; AID 2174; O75608; inhibition, % at 5.9 µM; actives 0.16% (n = 320,000); recombinant LYPLA1, FP-Rh probe fluorescence polarization;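 active = inhibition above the mean of all tested compounds plus 3 SD, set per campaign, cut at about 14% in these data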;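 also: inhibitors block serine hydrolase probe labeling of LYPLA1 so polarization falls; 0% = enzyme with DMSO and 100% = wells lacking LYPLA1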
Target sequence (O75608 whole entry, looked up): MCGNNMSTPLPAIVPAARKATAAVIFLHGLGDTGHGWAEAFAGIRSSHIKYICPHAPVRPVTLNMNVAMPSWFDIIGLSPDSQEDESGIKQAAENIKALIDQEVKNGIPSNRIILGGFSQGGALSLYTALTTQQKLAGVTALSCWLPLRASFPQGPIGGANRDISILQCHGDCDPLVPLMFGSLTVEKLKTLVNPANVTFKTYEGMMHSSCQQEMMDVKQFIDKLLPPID
PAFAH2 FP inh = inhibitors of human PAFAH2; Q99487; recombinant PAFAH2, FP-rhodamine activity probe, fluorescence polarization; inhibition, % at 3.39 µM; actives 0.99% (n = 340,000); AID 492956;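 active = inhibition above the mean over all tested compounds plus 3 SD, cut at about 30% in these data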;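 also: inhibitors block probe labeling of enzyme so polarization drops; 0% = enzyme with DMSO and 100% = wells lacking PAFAH2 protein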
PAD4 inh = inhibitors of human PAD4 | recombinant PAD4, RCA probe fluorescence polarization | inhibition, % at 6.36 µM | actives 0.41% (n = 330,000) | AID 485272;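 active = percent inhibition above a cutoff equal to the mean of all tested compounds plus 3 SD, cut at about 15% in these data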;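 also: 0% = PAD4 with RCA probe and DMSO and 100% = probe without PAD4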
PAFAH1B2 FP inh = PAFAH1B2 (human) inhibition; recombinant PAFAH1B2, FP-rhodamine activity probe, fluorescence polarization; inhibition, % at 3.39 µM; actives 1.2% (n = 340,000);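 active = inhibition above the mean of all tested compounds plus 3 SD, cut at about 24% in these data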;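 also: 0% = enzyme with DMSO and 100% = wells lacking PAFAH1B2; many of its hits are not listed in these tables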
An asterisk follows results filed as active; x = no result given. These rows are one share of the data; rates above refer to the full screens.

Every second line gives: LYPLA1 counter	GSTO1 inh	pPAFAH inh	PAD4 inh	PAFAH1B2 FP inh	PAFAH2 FP inh	PAFAH1B3 FP inh	LYPLA2 counter	PREPL inhibitor
- O=C(COC(=O)c1cncc(Br)c1)NCC1CCCO1 (centres undefined)
  3	1	3	1	1	-7	-3	1	5
- CSc1ncccc1C(=O)N1CCCC(CCC(=O)NCc2ccccc2F)C1 (centres undefined)
  -2	5	4	-3	0	-2	0	0	-5
- CCCCCn1c(NCc2ccco2)nc2ccccc21
  -2	8	-3	3	-3	5	6	-1	24
- CCOc1ccc(NC(=O)COc2ccc(C(=O)NC3CCCc4ccccc43)cc2OC)cc1 (centres undefined)
  0	10	-1	1	-5	-2	-5	-4	3
- C[C@H](CO)N1C[C@H](C)[C@@H](CN(C)Cc2ccncc2)Oc2ccc(NC(=O)Cn3cnnn3)cc2C1=O
  x	x	2	4	6	-2	4	x	17
- Cc1cc(=O)[nH]c(SCc2ccc(Cl)cc2Cl)n1
  -4	-2	9	-3	29*	22	-3	0	3
- CC1CCCCN1Cc1nc2ccccc2c(=O)[nH]1 (centres undefined)
  1	-6	-4	-1	4	-5	-6	-2	-8
- O=C(Cn1ccc([N+](=O)[O-])n1)N1CCCCC1
  4	-11	2	-8	3	-3	6	0	7
- C(/C=C/c1ccco1)=N/N1CCN(c2ccccc2)CC1
  3	-1	3	3	7	6	8	-9	12
- O=C(CN1C(=O)S/C(=C/c2cccnc2)C1=O)N1CCOCC1
  2	-3	8	6	-1	-1	-1	8	14
- COc1ccc(C2N(C(=O)N3CCOCC3)CCN2S(=O)(=O)c2ccc(C)cc2)cc1 (centres undefined)
  1	1	-3	-4	4	-7	0	-4	2
- Cc1nnc(NC(=O)CC(NC(=O)C(F)(F)F)c2ccccc2)s1 (centres undefined)
  -1	-2	6	-7	-4	6	8	-4	-9
- Cc1n[nH]c(=S)n1/N=C/c1ccc(-c2ccccc2[N+](=O)[O-])o1
  2	-8	5	2	6	-1	-5	2	4
- Cc1ccc(C)c(NC(=O)C2C(c3ccccc3)C2(Cl)Cl)c1 (centres undefined)
  -2	-4	7	-1	-1	-3	3	-2	-5
- Cc1cc(C(=O)Nc2c(C)nn(Cc3c(Cl)cccc3Cl)c2C)no1
  -1	5	4	2	3	0	5	5	0
- CC(=O)Nc1ccc(S(=O)(=O)N2C3CCCC2CC(NC(=O)C2CCCCC2)C3)cc1 (centres undefined)
  0	4	3	-1	5	2	12	-6	-5
- O=C(Nc1c(C(=O)Nc2ccccc2)cnn1-c1ccccc1)c1ccco1
  -4	1	-2	-2	3	9	-2	1	-6
- CN1CCN(C(c2ccccc2)c2ccc(Cl)cc2)CC1 (centres undefined)
  1	5	1	-3	1	7	6	2	6
- Nc1ccc(S(=O)(=O)Nc2nccc(/C=C/c3ccc([N+](=O)[O-])cc3)n2)cc1
  -4	7	2	1	3	10	1	-3	6
- COc1ccc(OC)c(S(=O)(=O)Nc2cc3c4c(c2)CC(=O)N4CCC3)c1
  0	12	6	1	0	2	8	1	1
- O=C(CCC(=O)N1CCN(Cc2ccc(F)cc2)CC1)Nc1nnc(C(F)(F)F)s1
  1	-2	0	-9	0	0	9	0	-6
- CCOc1cc(/C=N/n2cnnc2)c(Br)cc1O
  -3	-1	12	1	3	2	2	3	3
- COc1ccc(C(C)C)cc1S(=O)(=O)n1ccnc1C
  -4	-1	0	-2	4	-1	2	-1	0
- CN(C)C(CNC(=O)CCC(=O)c1ccc(Br)cc1)c1ccccc1 (centres undefined)
  1	3	0	-4	2	-6	2	-5	16
- Cc1ccccc1SCCNC(=O)CCc1ccccc1
  -1	5	2	1	x	x	x	4	-8
- CSCCC(NC(N)=O)C(=O)NCc1cccc(Cl)c1 (centres undefined)
  3	2	2	4	3	4	3	-3	-2
- CN1C(=O)/C(=C/c2ccco2)SC1=Nc1ccc(N2CCOCC2)cc1
  -2	6	4	-3	3	14	5	0	8
- COc1ccc(/C=N/N(C)C2=NCCN2)c(OC)c1OC
  5	8	0	1	-3	0	2	1	6
- COc1ccc(NC(=O)c2cccc3c2C(=O)c2ccc(-c4cnc(OC)nc4)cc2S3(=O)=O)cc1
  -2	x	3	-2	-9	-9	1	1	12
- O=C(O)CCCCCn1c(SCc2cc(=O)n3cc(Cl)ccc3n2)nc2ccsc2c1=O
  2	1	-1	-10	4	3	2	5	7
- COC(=O)c1ccc2c(c1)N(C)CCS2
  3	9	3	3	-1	-2	6	-2	9
- CSc1c(CC(=O)NCCCO)n(Cc2ccccc2)c2ccccc12
  -6	4	3	-2	9	4	-1	0	11
- C[C@H](CO)N1C[C@H](C)[C@@H](CN(C)S(=O)(=O)c2ccccc2)Oc2ccc(NC(=O)CCC(F)(F)F)cc2C1=O
  x	x	1	1	5	-2	-2	x	0
- CCn1ncc(C2=NOC(C(=O)NCc3ccc(Cl)cc3)C2)c1C (centres undefined)
  2	-1	8	1	-2	-5	-3	7	5
- CC1CCN(S(=O)(=O)c2ccc3c(c2)N(CC(=O)NCCCN2CCCCC2)C(=O)CS3)CC1
  6	1	4	-3	4	-4	-3	6	12
- O=S1(=O)CCC(NC(=S)Nc2ccccc2)C1 (centres undefined)
  -1	-18	4	-5	x	x	x	1	-4
- O=C(CCCC(=O)N(c1ccc2c(c1)OCCO2)C(C(=O)NC1CCCCC1)c1ccc(F)cc1)Nc1ccccn1 (centres undefined)
  -1	2	-3	5	4	10	3	-5	6
- CC(C)(C)n1nnnc1C(c1cccs1)N(Cc1cccnc1)CC1CCCO1 (centres undefined)
  -4	-7	-1	1	5	-1	2	0	1
- c1ccc(-c2cc(-c3ccccc3)on2)cc1
  0	12	2	0	9	11	3	0	-2
- COc1ccc2c(c1)cc(C)c1nnc(SCC(=O)N3CCN(C(=O)c4ccco4)CC3)n12
  -1	3	3	-2	x	x	x	-3	-9
- CCN(CC)CCNC(=O)c1ccc(NC(=O)Cc2ccccc2F)cc1
  -2	5	6	6	2	-1	1	2	2
- O=C(c1ccc(Cl)c(S(=O)(=O)N2CCOCC2)c1)N1CCCCCC1
  -1	5	2	-7	6	4	5	1	5
- COc1ccccc1-c1nnc(NC(=O)c2ccc(S(=O)(=O)N3CCOCC3)cc2)o1
  0	-2	-3	-5	7	-3	10	2	0
- C#CCO[C@@H]1C[C@H](n2cnc3c(NC(=O)c4ccccc4)ncnc32)O[C@@H]1CO
  1	-4	-2	-4	-4	2	-1	-3	-3
- CC(NC(=O)C1CCC(C(=O)NC(C)c2ccccc2)CC1)c1ccccc1 (centres undefined)
  -4	3	7	-9	6	8	-1	-3	7
- CC(C)OC(=O)CC(=O)CSc1nc2c(cc1C#N)CCCCCC2
  -1	-8	1	-4	17	0	11	9	13
- COc1cc2c3nnc(-c4ccc(F)cc4)c-3cn(Cc3ccccc3)c2cc1OC
  1	2	6	0	4	-7	4	0	-8
- O=C(NCCCc1ccccc1)c1ccc(CS(=O)Cc2ccc(Cl)cc2)o1 (centres undefined)
  -1	0	13	-1	11	-2	3	1	3
- CN(C)CCCN(C(=O)c1ccc(Cl)s1)c1nc2cc3c(cc2s1)OCO3
  -2	-13	1	-1	2	-20	0	-3	-42
- Cn1c(=O)c2c(nc(CN3CCN(CCO)CC3)n2Cc2cccc3ccccc23)n(C)c1=O
  5	6	-2	-2	3	9	8	10	5
- O=C1c2ccccc2C(=O)N1CCCCc1cn(C[C@H]2CC[C@H](Cn3cc(CCCCN4C(=O)c5ccccc5C4=O)nn3)O2)nn1
  x	x	9	0	3	0	1	x	x
- COc1ccc(OCC(=O)NNC(=O)Cc2coc3cc(OC)ccc23)cc1
  -4	1	16	2	-4	9	-5	-1	2
- Cc1nc(N2CCC(C(N)=O)CC2)c2nnn(Cc3ccccc3)c2n1
  -20	1	-3	-2	2	-3	2	6	9
- COc1ccccc1-c1nn(Cc2ccccc2)cc1C(=O)N1CCN(c2ncccn2)CC1
  2	x	4	-2	-2	-2	2	-4	-29
- COc1ccccc1N1CCN(c2cc(=O)n(-c3ccccc3Cl)c(=O)[nH]2)CC1
  3	-7	2	-3	-5	8	4	3	5
- O=C(NCC1CCCO1)c1ccc2c(c1)N(Cc1ccc(F)cc1)CCS2 (centres undefined)
  -1	-4	16	-4	-3	4	1	-6	13
- CN(Cc1ccccc1)S(=O)(=O)c1nnc(NC(=O)c2ccccc2)s1
  11	-44	2	0	3	4	9	13	-1
- CCOc1ccccc1NC(=O)C1Cc2ccccc2CN1S(C)(=O)=O (centres undefined)
  -3	0	1	-4	7	6	-6	1	3
- O=C(COC(=O)c1ccccc1Br)NCC1CCCO1 (centres undefined)
  x	x	0	-4	2	13	15	x	9
- CSc1cccc(NC(=O)c2nnn(Cc3ccccc3)c2N)c1
  -6	-5	5	-3	5	9	2	11	-8

Following part:
Every second line gives: LYPLA1 counter	GSTO1 inh	pPAFAH inh	PAD4 inh	PAFAH1B2 FP inh	PAFAH2 FP inh	PAFAH1B3 FP inh	LYPLA2 counter	PREPL inhibitor
- Cc1ccc(S(=O)(=O)N2CCCCC2)cc1NC(=O)Nc1ccc(Cl)cc1Cl
  1	1	4	3	-3	-1	0	-10	6
- O=C(Nc1cccnc1Cl)c1ccc(Cl)cc1
  -4	0	0	4	-4	2	-1	1	4
- COc1ccc(-c2nnc3ccc(SCC(=O)N4CCCC4)nn23)cc1
  3	-1	6	2	5	-4	0	-1	12
- C=CCn1c(/N=C/c2ccc(OC)cc2)nc2ccccc21
  4	2	5	-1	1	-2	4	0	-2
- O=[N+]([O-])c1cc(S(=O)(=O)N2CCCCC2)ccc1NCCN1CCOCC1
  -1	2	1	-1	9	5	5	5	-7
- Cc1onc(-c2ccccc2Cl)c1-c1nc(-c2ccccn2)no1
  -5	13	2	7	-2	-7	4	-3	-16
- CCN(CC(=O)Nc1ccc(NC(C)=O)cc1)C(=O)CCCSc1nc2ccccc2[nH]1
  2	7	-10	-5	1	-1	1	3	-10
- C=CCOc1ccc(C2C(C(=O)c3ccco3)=C(O)C(=O)N2Cc2cccnc2)cc1 (centres undefined)
  -4	1	-2	-11	5	-4	2	-6	12
- Cc1ccc(OC(C)C(=O)N/N=C/c2ccccn2)cc1 (centres undefined)
  0	4	-3	0	0	2	-6	-3	-9
- Cc1ccc(OCC(=O)Nc2ccc(F)cc2)cc1C
  2	11	-3	1	3	-2	5	1	-1
- Cc1ccc(NC(=O)COC(=O)/C(=C/c2cccs2)c2cccs2)cc1S(=O)(=O)N(C)C
  -27	-10	-8	2	-16	-33	-32	-47	-31
- Cc1ccc(CN(C(=O)N2CCN(C)CC2)S(=O)(=O)c2ccc(C)cc2)cc1
  -3	2	-3	-6	5	0	-1	-4	6
- COc1ccc2c(CC(=O)OCC(=O)Nc3cccc(C)c3)coc2c1
  -4	x	33*	2	-4	-3	10	-3	1
- O=C(NCc1ccccc1)c1ccc(=O)[nH]n1
  1	-6	1	0	-5	2	3	5	-8
- CN(Cc1cc(=O)n2ccsc2n1)c1ccccc1
  0	5	0	-4	4	7	-6	5	-4
- COc1ccc(-n2c(=O)c3ccccc3n(CC(=O)NCc3ccco3)c2=O)cc1
  1	4	-2	0	0	-89	7	2	7
- Cc1ccc([C@H]2C(C(=O)O)=CC[C@@H](c3cccs3)N2S(=O)(=O)c2ccc(C)cc2)cc1
  x	x	0	2	27*	7	0	x	14
- FC(F)(F)c1cnc(-c2cnc3c(-c4ccc(Cl)cc4)cnn3c2)c(Cl)c1
  3	-2	2	0	1	-1	2	3	-2
